PI5P4K alpha inh = qHTS for Inhibitors of phosphatidylinositol 5-phosphate 4-kinase (PI5P4K) | PI5P4Kalpha enzyme, ADP-Glo luminescence, 60 min; active compounds read low | max response, % | 330,000 compounds, 1.2% hits | AID 652105, 2013; active = max response of -50% or lower; inconclusive = between -30% and -50%; inactive = -30% or higher; note: value at the top dose of about 77 µM; % is set by controls: 0 for no effect and ±100 for the full control effect
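Quantitative HTS of the MLSMR library against PI5P4Kalpha with substrate. ATP added last at 5 microM final; room temperature, 60 minutes. Remaining ATP depleted, ADP converted and read as luminescence.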
GLP-1R agonist = qHTS of GLP-1 Receptor Agonists | Glucagon-like peptide 1 receptor (Homo sapiens), P43220 | AID 624172, 2012 | HEK293 GLP-1R CRE-luciferase, luminescence, 4-6 h; cells express a hypersensitive GLP-1R form | 380,000 compounds, 0.007% hits | Potency, µM (highest dose often 45.6 µM), inactives show at the highest dose activation, usual class: activators; note: potency is the fitted concentration of half-maximal effect; % of control where 0% means no effect
Target sequence (P43220 whole entry, looked up): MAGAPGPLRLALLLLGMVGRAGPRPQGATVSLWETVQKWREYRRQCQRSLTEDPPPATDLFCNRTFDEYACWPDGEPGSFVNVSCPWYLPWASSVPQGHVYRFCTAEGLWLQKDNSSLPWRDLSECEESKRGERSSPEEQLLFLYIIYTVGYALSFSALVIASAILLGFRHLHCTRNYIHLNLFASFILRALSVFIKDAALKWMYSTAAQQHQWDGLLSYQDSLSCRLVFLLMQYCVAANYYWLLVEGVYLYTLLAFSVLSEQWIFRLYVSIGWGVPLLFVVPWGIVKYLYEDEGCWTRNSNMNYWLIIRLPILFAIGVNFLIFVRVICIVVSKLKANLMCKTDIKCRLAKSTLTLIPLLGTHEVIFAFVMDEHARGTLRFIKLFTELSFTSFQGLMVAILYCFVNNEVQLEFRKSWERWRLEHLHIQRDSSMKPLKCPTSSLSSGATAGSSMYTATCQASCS
HEK293 tox = qHTS of GLP-1 Receptor Inverse Agonists: Cytotox Screen. AID 624418, 2012. Potency, µM (top dose mostly 38.3 µM), inactives show at the highest dose activity change, negative = inhibition, hits mostly inhibitors. HEK293 cAMP-luciferase reporter cells, luminescence, 24 h. 410,000 compounds, 0.13% hits;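 note: loss of luciferase light is scored as toxicity; potency is the fitted concentration of half-maximal effect; % is set by controls: 0 for no effect and ±100 for the full control effect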
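MLSMR compounds, 24 hr on cells at 37 deg C/5% CO2; luminescence after luciferase reagent (12 min RT). Inhibition counted as the undesired cytotoxic outcome.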
IL2 activator = qHTS of IL-2 Activators. IL-2 activation reporter assay, cell-based qHTS; stimulated with anti-CD3/CD4/CD28 beads; in transgenic mouse T cells. activation, % (series mostly up to about 46 µM). 360,000 compounds, 0.065% hits; in the data active = activation above about 50%; inconclusive = mostly about 30% to 49%; note: 0% is about no effect
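Screening format: compound pinned onto unstimulated transgenic mouse T cells, 60 min incubation, then anti-CD3/anti-CD4/anti-CD28 bead stimulation for 18 hours at 37 degrees C, followed by EGFP and DsRed detection.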
PLK1 PBD block = qHTS for Inhibitors of PLK1-PDB (polo-like kinase 1 - polo-box domain): Primary Screen. Serine/threonine-protein kinase PLK1 (Homo sapiens), P53350. Plk1 PBD binding of FITC phosphopeptide, fluorescence polarization. Potency, µM, for inactives: max response, negative = inhibition, most hits filed as inhibitors. 360,000 compounds, 2.8% hits. AID 720504, 2013; note: potency is the fitted concentration of half-maximal effect; series mostly up to about 57 µM; % is set by controls: 0 for no effect and ±100 for the full control effect; nearly all actives have a fitted effect of over 65% in size
Target sequence (P53350 whole entry, looked up, the tested form may be a part): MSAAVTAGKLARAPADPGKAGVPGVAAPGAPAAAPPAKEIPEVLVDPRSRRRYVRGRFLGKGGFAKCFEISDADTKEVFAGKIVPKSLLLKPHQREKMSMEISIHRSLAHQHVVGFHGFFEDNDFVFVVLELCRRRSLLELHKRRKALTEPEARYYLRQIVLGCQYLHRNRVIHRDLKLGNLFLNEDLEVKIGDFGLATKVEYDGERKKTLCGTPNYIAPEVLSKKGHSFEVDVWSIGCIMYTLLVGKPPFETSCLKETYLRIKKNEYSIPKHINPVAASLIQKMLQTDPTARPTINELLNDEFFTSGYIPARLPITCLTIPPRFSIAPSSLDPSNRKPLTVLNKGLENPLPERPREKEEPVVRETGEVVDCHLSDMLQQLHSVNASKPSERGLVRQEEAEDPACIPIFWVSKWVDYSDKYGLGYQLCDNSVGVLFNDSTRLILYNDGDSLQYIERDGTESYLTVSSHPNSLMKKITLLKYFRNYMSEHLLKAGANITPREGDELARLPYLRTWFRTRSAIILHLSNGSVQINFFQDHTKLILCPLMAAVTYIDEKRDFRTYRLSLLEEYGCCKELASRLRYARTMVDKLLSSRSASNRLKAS
D3 ag = qHTS of D3 Dopamine Receptor Agonist: qHTS; D(3) dopamine receptor (Homo sapiens), P35462; AID 652048, 2013; 410,000 compounds, 0.58% hits; max activation, %; D3R DiscoveRx beta-arrestin cells, luminescence, 90 min; in the data active = max activation above about 30%; note: 0% is about no effect; mostly tested at two doses, the higher about 12 µM
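Agonist-mode cell screen: cells plated at 1500/well and incubated overnight at 37 °C, then exposed to library compounds for 90 min at 37 °C. Detection reagent was added for 30–60 min at room temperature, and luminescence was read.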
WRN inhibitor = qHTS for Inhibitors of WRN Helicase; WRN helicase unwinding, fluorescent forked duplex, kinetic; Potency, µM (titrated, usually from 114 µM), inactives show top-dose activity change, negative = inhibition, most hits filed as inhibitors; 360,000 compounds, 0.46% hits; AID 651768, 2012; note: potency is the fitted concentration of half-maximal effect; % is set by controls: 0 for no effect and ±100 for the full control effect; nearly all actives have a fitted effect of over 55% in size
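Fluorescence dequenching readout, ex 525 nm/em 598 nm, kinetic mode: forked duplex DNA (100 nM final) with adjacent fluorophore and quencher unwound by WRN (20 nM final) with 2 mM ATP. Compound preincubation 15 min, room temperature.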
GLP1R inv ag = qHTS of GLP-1 Receptor Inverse Agonists (Inhibition Mode); Glucagon-like peptide 1 receptor (Homo sapiens), P43220; HEK293 GLP-1R CRE-luciferase, luminescence, 24 h; GLP-1R form is constitutively active; Potency, µM (highest dose often 38.3 µM), for inactives: at the highest dose activity change, negative = inhibition, hits mostly inhibitors; 410,000 compounds, 1.6% hits; note: potency is the fitted concentration of half-maximal effect; % is set by controls: 0 for no effect and ±100 for the full control effect; nearly all actives have a fitted effect of over 55% in size
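Inverse agonists were sought by their lowering of basal cAMP reporter luciferase output in HEK293 cells stably carrying constitutively active human GLP-1R, after 24 h compound treatment.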
D3 antag = qHTS of D3 Dopamine Receptor Antagonist: qHTS; AID 652054, 2013; max response, negative = inhibition, %; 360,000 compounds, 2.5% hits; D3R cells, DiscoveRx beta-arrestin luminescence, antagonist mode; active compounds read low; in the data active = max response below about -50%; inconclusive = no clear call, values can overlap the other calls; note: % is set by controls: 0 for no effect and ±100 for the full control effect; mostly tested at two doses, the higher about 12 µM
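Cells plated overnight at 1500 cells/well, then exposed to library compounds with dopamine controls for 90 minutes at 37 degrees C. DiscoveRx reagent added for 30–60 minutes at room temperature; luminescence read, quantitative HTS format.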
Numbers without * were called inactive; ? = inconclusive; / = no result given; & = joins results of further samples; [ ] = remark or other dose. Unless noted, calls come from the whole dose curve; as a rule, active = well fitted curve in the direction sought with a large enough effect; inconclusive = small, poorly fitted or top-dose-only effect, or another doubt; inactive = no such curve, though single readings can be large; an effect the other way counts as inactive or inconclusive. A portion of the library. The share of hits here may be higher or lower than overall.

Values run as follows: WRN inhibitor, D3 antag, GLP1R inv ag, PLK1 PBD block, D3 ag, HEK293 tox, IL2 activator, GLP-1R agonist, PI5P4K alpha inh
> CN1CCN(Cc2cc3c(cc2[N+](=O)[O-])OCO3)CC1
  15%, -16, 1%, -20%, -8, -6%, -2.6, -7%, -2
> C[C@H]1C/C=C/[C@H]2[C@H](O)[C@H](C)[C@@](C)(O)[C@H]3[C@H](Cc4ccccc4)NC(=O)[C@]32[C@H](O)/C=C/[C@](C)(O)C1
  6%, 29, 29%, -12%, -1, -4%, 0.8, 8%, -5
> Cc1cccc(N/N=C/c2c(O)[nH]c(=S)[nH]c2=O)c1
  -16%, -2, -20%, -2%, 3, -7%, 0.6, -2%, -30
> COc1cccc(-n2nc(C(=O)N3CCC4(CC3)OCCO4)c3ccccc3c2=O)c1
  -6%, 1, -2%, -10%, 4, 2%, -2.7, 9%, 3
> Cc1ccc(CNS(=O)(=O)c2cc3c(cc2C)N(C)CCO3)cc1
  -4%, 0, ?, 2%, 1&-10, -26%&-2%, -0.9, 4%, 3
> OC(c1ccc(F)cc1)(c1ccc(F)cc1)[C@@H]1CCCN1
  -4%, 0, ?, -8%, -7, -3%, 0.9, 8%, -5
> COc1cccc(CC(=O)N(C)C2CCCN(Cc3ccccc3F)C2)c1 (centres undefined)
  -10%, 11, ?, -12%, -9, -2%, 0.5, -2%, -8
> CCCCCCCCC(=O)NCc1ccc(O)c(OC)c1
  0%, -21, -1%, -11%, -1&4, 5%, 1.5, 8%&7%, -8
> COc1cc2c(cc1O)[C@@H]1Cc3ccc(OC)c(O)c3CN1CC2
  16%, -100*, 10µM*, -24%, -89, ?, -0.1, -4%, -2
> O=C1NC(=O)N(Cc2ccc(F)cc2)C(=O)/C1=C\c1ccc(N2CCCC2)cc1
  ?, 7, 3%, 1.5µM*, 2, -2%, 1.9, 1%, -59*
> COC(=O)C1=C(c2ccc(F)cc2OCc2ccccc2)C[C@@H]2CC[C@H]1N2C(=O)NCc1cccc(C(F)(F)F)c1
  3%, -16, 5.6µM*, -1%, -23, 1%, -0.1, 8%, 9
> Cc1ccc(N2C(=O)NC(=O)/C(=C/c3cnn(-c4ccc(C)cc4)c3)C2=O)cc1
  -19%, -25, 8%, 1.2µM*, -8, 4%, 0.5, 11%, -16
> C=CC[C@@H](CC(=O)N(CCO)Cc1ccccc1)C(=O)N[C@H](COC(=O)[C@H](CC=C)CC(=O)OC(C)(C)C)Cc1c[nH]c2ccccc12
  -5%, 14, ?, -1%, -4, -21%, 0.2, -3%, -3
> CO[C@@H]1C=CC23c4cc5c(cc4CO[C@]2(O)CN(C)[C@H]3C1)OCO5 (some centres undefined)
  -8%, -28, ?, -14%, -28, -12%, 0.5, -3%, -1
> c1cncc(CNC2=NCCC2)c1
  3%, 0, -1%, -5%, 2, -9%, 3.8, -8%, -3
> O=C(COc1ccccc1)NCCc1cnc[nH]1
  -11%, 7, 20%, -1%, 9, 6%, -1.7, 6%, 12
> O=c1[nH]c(O)c(Cc2ccc3c(c2)OCO3)c(=O)[nH]1
  -2%, 18, -5%, 0%, 4, -2%, 1.9, 6%, 0
> Cc1ccc2c(c1)CC1(CN2C)C(=O)NC(=O)N(c2ccc(C)c(C)c2)C1=O (centres undefined)
  -3%, -10, 1%, -19%, 10, 12%, -0.3, -2%, -6
> C#CCOCCOCCOCCNc1nc(N2CCN(C(=O)CCCCCCCCCCNC(=O)[C@H](CCCCN)n3cc(C[C@@H](C)CC)nn3)CC2)nc(N2CCN(C(=O)CCCCCCCCCCNC(=O)[C@H](CCCN=C(N)N)n3cc(C[C@@H](C)CC)nn3)CC2)n1
  32µM*, -76*, ?, 9%, -13, ?, -0.6, -16%, -90*
> Cc1ccccc1NC(=O)Cc1nc(COC(=O)Cc2ccccc2)cs1
  -1%, -4, 2%, -3%, -2, 3%, 0.1, 9%, 3
> O=c1c(/C=N/N2CCOCC2)c(O)n(-c2ccccc2)c(=S)n1-c1ccccc1
  -18%[57.1 µM], 10, 4%, -9%, 1, 2%, 3.8, -1%, 0
> COC(=O)C1=C(c2ccc(C(C)=O)cc2)C[C@@H]2CC[C@H]1N2C(=O)NC1CC1
  0%, 0, 10%, 1%, 28, 0%, -0.5, -3%, 0
> O=C(Nc1cccc(Cl)c1)OCC#CCN1CCCC1
  -4%, 0, -38%, -3%, -5, -11%, -0.7, 7%, 0
> O=C(Nc1ccccc1OC(=O)N1CCCCC1)N1CCCCC1
  -2%, 40, 2%, -6%, 6, -13%, -1.1, -7%, /
> C=CCN1CCc2cccc3c2[C@H]1Cc1ccc(O)c(O)c1-3
  -3%[57.1 µM], -24, 56%[activator], 38µM*, 116*, ?, -0.4, 1%, -11
> O=C1NC(=O)N(Cc2cccs2)C(=O)/C1=C/c1ccc(N2CCOCC2)cc1
  56µM*, -1, 5%[7.66 µM], 3µM*, -1, -1%[7.66 µM], -1.0, -1%, -52*
> CCCCN1C(=O)/C(=C\c2ccco2)C(=O)N(CCc2ccccc2)C1=O
  32µM*, ?, -23%, 0.84µM*, -3, -29%, 5.1, -2%, -82*
> Nc1c(C(=O)Nc2ccc(F)c(Cl)c2)sc2nc3c(cc12)N1CCC3CC1
  /, /, ?, /, 2, 47%[activator], /, -10%, /
> COC(=O)C1=C(c2ccc(F)cc2OCc2ccccc2)C[C@@H]2CC[C@H]1N2C(=O)NCC1CC1
  -3%, -5, ?, 5%, -15, -25%, -2.2, 12%, 2
> C=C1C2C[C@@]3([C@@H]1O)[C@@H](C[C@@H]2O)[C@@]12C4[C@@H]3C[C@@H]1[C@@](C)(CC[C@@H]2O)CN4CC
  5%, -13, -5%, -11%, 7, 0%, -0.3, -5%, 10

A few values from the entries so far:
CCCCN1C(=O)/C(=C\c2ccco2)C(=O)N(CCc2ccccc2)C1=O – PLK1 PBD block = 0.84µM*
Cc1ccc(N2C(=O)NC(=O)/C(=C/c3cnn(-c4ccc(C)cc4)c3)C2=O)cc1 – WRN inhibitor = -19%

Next part:
Values run as follows: WRN inhibitor, D3 antag, GLP1R inv ag, PLK1 PBD block, D3 ag, HEK293 tox, IL2 activator, GLP-1R agonist, PI5P4K alpha inh
> O=C1C2CCCN2C(c2ccc(Cl)c(Cl)c2)N1c1ccccn1 (centres undefined)
  -6%, -3, -3%, -1%, 11, 0%, -2.1, 3%, 9
> O=C(Nc1ccccc1)N1CC2CC(C1)c1cccc(=O)n1C2 (centres undefined)
  0%, -8, 17%, 1%, 6, 1%, 0.6, -5%, 4
> COC(=O)C1=C(C(=O)OC)C2OC1c1cc3ccccc3cc12
  40µM*, -58*, -80%, 3µM*, -16, ?, -0.6, 2%, -15
> O=C(c1ccc(Cl)cc1)C1CCCN(Cc2cccc3ncccc23)C1 (centres undefined)
  -14%, 106, ?, -14%, -13, 4%, -0.7, 2%, 1
> C[C@]12CC[C@H](O)C[C@H]1CC[C@@H]1[C@@H]2CC[C@]2(C)C(=O)CC[C@@H]12
  6%, 16, 45%[activator], -18%, 9, 0%, -0.1, 4%, -5
> O=[N+]([O-])c1ccc(N2CCOCC2)c2c1no[n+]2[O-]
  4%, ?, ?, -19%, -8, -26%, -4.7, -19%, -8
> CCOc1ccc(-c2cc(C(=O)N3CCC4(CC3)OCCO4)c3ccccc3n2)cc1
  -5%, -3, 27%, -11%, 1, -8%, -2.2, 15%, -9
> Cc1cc(C(=O)OCC(=O)Nc2ccc(F)cc2F)c(C)n1C1CC1
  3%, 25, 1%, 5%, 4, 4%, -0.4, 1%, -3
> Cc1nc2ccccc2c(=O)n1-c1cc(F)ccc1F
  5%, -18, 30%, -5%, 5, -9%, -0.6, -2%, -6
> COC(=O)C(NC(=S)N1CC2C[C@@H](C1)Cn1c2cccc1=O)C(C)C (some centres undefined)
  -2%, -6, 4%, 3%, 13, -6%, 0.4, -1%, 1
> CC(=O)Nc1ccc(Oc2sc(C(=O)c3ccccc3)c(N)c2C#N)cc1
  -11%, -3, ?, -7%, 0, ?, 0.9, -5%, -8
> Cc1ccc2c(c1)CC1(CN2C)C(=O)NC(=O)N(c2cccc(C)c2C)C1=O (centres undefined)
  -5%, ?, -4%, -24%, -3, -23%, -1.4, 2%, -3
> Cc1cc(/C=C2/C(=O)NC(=O)N(C)C2=O)c(C)n1-c1ccccc1
  1%[57.1 µM], 0, -5%, 3%, 1, -16%, 1.3, -1%, 7
> C[C@@H]1C(=O)O[C@H]2[C@H](O)[C@]34[C@@H]5OC(=O)[C@]3(OC3OC(=O)[C@H](O)C34[C@H](C(C)(C)C)[C@@H]5O)[C@@]12O (some centres undefined)
  7%, 13, 30%, 1%, 9, -4%, -0.4, 25%, -2
> CCOC(=O)c1ccc(NC(=O)Nc2cc3c(cc2N2CCCCC2)n(CC)c(=O)n3CC)cc1
  /, /, 10µM*, /, 5, -22%, /, -13%, /
> FC(F)(F)c1ccc(CNCCc2ccc3c(c2)OCO3)cc1
  5%, -7, -21%, -6%, -3, 31%[activator], 0.5, -3%, -2
> COC(=O)c1ccccc1-n1c(C)nc2ccccc2c1=O
  -14%[57.1 µM], -7, 1%, -2%, -6, -13%, -3.0, -4%, 1

Source: PubChem
